Screening data deposited in PubChem BioAssay by several laboratories.
TNAP act hi DEA = activators of human TNAP at high phosphate acceptor concentration | activation factor at 20 µM | 200,000 tested, under 10 active | AID 1136 | purified TNAP, CDP-star luminescence, 1 M DEA, 30 min; active compounds read high; 0 = EDTA background, 1 = DMSO-only activity;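 active = activation factor at least 2 at 20 µM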
Target sequence (P05186 whole entry, looked up): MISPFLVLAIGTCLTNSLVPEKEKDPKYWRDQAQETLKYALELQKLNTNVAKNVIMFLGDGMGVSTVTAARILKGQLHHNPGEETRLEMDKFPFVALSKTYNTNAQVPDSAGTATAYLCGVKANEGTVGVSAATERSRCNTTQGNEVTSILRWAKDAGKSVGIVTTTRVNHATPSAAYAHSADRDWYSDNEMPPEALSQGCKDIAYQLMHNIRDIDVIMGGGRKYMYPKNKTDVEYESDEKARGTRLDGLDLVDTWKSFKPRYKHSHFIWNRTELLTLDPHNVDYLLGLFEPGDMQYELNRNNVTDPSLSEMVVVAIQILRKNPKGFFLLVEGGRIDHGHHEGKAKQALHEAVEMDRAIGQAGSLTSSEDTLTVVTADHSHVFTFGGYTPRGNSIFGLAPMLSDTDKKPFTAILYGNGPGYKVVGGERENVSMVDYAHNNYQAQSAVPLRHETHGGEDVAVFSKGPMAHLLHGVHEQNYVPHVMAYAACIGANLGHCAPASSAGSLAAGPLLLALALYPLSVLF
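Control set: EDTA negative control, DMSO positive control / Assay system: human TNAP / Quantity: TNAP 1/800 final / Evaluation: TNAP activation factor scaled between EDTA and DMSO control wells / Measured by: luminescent substrate turnover signal / Compound dosing: one dose, 20 µM / Times: 30 min enzyme reaction at room temperature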
PPARg SRC-1 ag = PPARgamma-driven SRC-1 recruitment agonism; activation, % at 8 µM; PPARgamma-SRC-1 coactivator recruitment biochemical assay; 0.41% of 200,000 active; P37231; in the data active = activation above about 19%;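 note: 0% = DMSO and 100% = reference agonist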
Target sequence (P37231 whole entry, looked up): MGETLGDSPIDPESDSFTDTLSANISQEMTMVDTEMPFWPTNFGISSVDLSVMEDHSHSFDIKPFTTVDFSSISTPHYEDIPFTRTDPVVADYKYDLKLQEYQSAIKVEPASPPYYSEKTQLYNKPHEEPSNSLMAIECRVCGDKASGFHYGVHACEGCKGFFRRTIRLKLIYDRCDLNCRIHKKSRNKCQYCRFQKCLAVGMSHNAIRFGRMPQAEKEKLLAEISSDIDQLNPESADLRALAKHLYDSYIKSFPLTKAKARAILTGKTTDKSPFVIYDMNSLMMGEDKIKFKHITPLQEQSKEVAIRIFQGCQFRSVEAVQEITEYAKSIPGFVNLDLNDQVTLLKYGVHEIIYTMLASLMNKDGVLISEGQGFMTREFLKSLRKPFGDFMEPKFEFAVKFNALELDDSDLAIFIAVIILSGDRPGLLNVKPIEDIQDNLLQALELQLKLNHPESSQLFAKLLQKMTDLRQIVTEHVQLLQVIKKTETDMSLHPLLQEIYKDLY
TNAP inh noacc = inhibitors of human TNAP without phosphate acceptor. purified TNAP, CDP-star luminescence, 30 min. inhibition, % at 20 µM. 0.26% of 200,000 active. AID 1012;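 active = tissue-nonspecific alkaline phosphatase inhibition above about 50% at 20 µM in the single-dose screen, limit read from the data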;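 note: 0% = DMSO negative control and 100% = EDTA positive control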
TNAP inh hiacc = blocks human TNAP under high phosphate acceptor concentration; P05186; purified TNAP, CDP-star luminescence, 1 M DEA; inhibition, % at 20 µM; 0.03% of 200,000 active; AID 1135;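 active = over 50% inhibition of tissue-nonspecific alkaline phosphatase at 20 µM in the single-dose screen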;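 note: plate controls were DMSO wells for no effect and EDTA-quenched wells as full inhibition for full effect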
Efa HMGR inh = E. faecalis class II HMG-CoA reductase inhibition | purified E. faecalis HMGR, NADPH absorbance 340 nm kinetic | inhibition, % at 10 µM | 0.41% of 190,000 active | AID 1066;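 active = inhibition above a set limit, the median over all tested compounds plus 3 SD, cut at about 9.5% in these data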;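 note: enzyme runs in reverse so mevalonate oxidation gives rising NADPH absorbance; 0% = complete reaction with DMSO and 100% = background rate lacking mevalonate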
PPARg SRC2 recr = promotes SRC-2 coactivator recruitment by human PPARgamma. PPARgamma LBD-SRC-2 recruitment, biochemical. activation, % at 8 µM. 0.34% of 200,000 active; in the data active = activation above about 22%;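 note: 0% = vehicle and 100% = reference agonist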
bIAP inhibitor = intestinal alkaline phosphatase (bovine) inhibition | purified bovine IAP, CDP-star luminescence, 30 min | inhibition, % at 20 µM | 190,000 tested, under 10 active | AID 1019;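 active = over 50% inhibition of intestinal alkaline phosphatase at 20 µM in the single-dose screen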
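System: purified bovine intestinal alkaline phosphatase (IAP) enzyme; Input: IAP diluted 1/65,000,000 in the well; Measured by: CDP-star luminescence signal; Compound dosing: 20 µM single dose; Incubation: 30 min reaction at room temperature.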
bIAP activator = intestinal alkaline phosphatase (bovine) activation; purified bovine IAP, CDP-star luminescence, 30 min; active compounds read high; fold of DMSO-control signal, blank-subtracted; activation factor at 20 µM; 0.17% of 200,000 active; AID 1016;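 active = activation factor of 2 or more at 20 µM, a signal rise over negative controls twice the positive control's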
SRC2 TRFRET art = TR-FRET artefact, counter-screen to PPARgamma/SRC-2 agonist assay | 0.4% of 200,000 active | TR-FRET ratio at 8 µM | active compounds read high; in the data active = TR-FRET ratio above about 2000; note: inactives centre near 1500
PPARg SRC3 recr = PPARgamma-driven SRC-3 recruitment agonism | P37231 | biochemical PPARgamma/SRC-3 coactivator recruitment assay | activation, % at 8 µM | 0.26% of 200,000 active | AID 731; in the data active = activation above about 23%;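 note: 0% = DMSO and 100% = reference agonist; some compounds past the cut are filed as inactive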
An asterisk follows results filed as active; . = no result given. Hits appear at their usual frequency, and some 1.6% of all compounds hit somewhere here.

smiles	TNAP act hi DEA	PPARg SRC-1 ag	TNAP inh noacc	TNAP inh hiacc	Efa HMGR inh	PPARg SRC2 recr	bIAP inhibitor	bIAP activator	SRC2 TRFRET art	PPARg SRC3 recr
CC1c2ccccc2SC(CCCN(C)C)c2ccccc21 (stereo not drawn)	1.1	-1	-2	-6	2	-6	24	0.8	1542	3
Cc1ccc(OCC(=O)N2CCc3ccccc32)c([N+](=O)[O-])n1	1	8	-7	-3	1	-17	-4	1	1633	-6
[O-]/C(=C(\C(=S)Nc1cccc2ccccc12)[n+]1ccccc1)c1ccc(Cl)s1	0.9	7	-2	5	-2	9	14	0.9	1633	3
Cn1cccc1Cc1nnc(SCC(=O)N2CCCC2)n1CCc1ccccc1	1.1	5	-5	-6	-4	5	0	1	1610	1
Cc1ccc2c(c1)c1c(n2CC(O)Cn2c(C)nc3ccccc32)CCCC1 (stereo not drawn)	1.1	6	-11	-6	-8	6	-9	1.1	1619	1
CC(C)Cc1cc(C(=O)N2CCN(c3ccc(F)cc3)CC2)no1	1	3	-7	-2	-1	-1	-12	1.1	1769	3
Cc1nc(SCC(=O)NC2CCCC2)[nH]c(=O)c1Cc1ccccc1	1	-3	-22	-1	-2	1	7	0.9	1486	-2
C=CCNC(=O)C(=O)N/N=C/c1ccco1	1	1	0	-3	-2	1	12	0.9	1720	1
COc1cc(OC)cc(C(=O)N[C@H](C(=O)Nc2nc(-c3cc(OC)ccc3OC)cs2)C(C)C)c1	1.1	8	-13	-7	2	8	3	1	1751	7
COC(=O)CSc1nc2ccccc2o1	1	-1	-11	-4	-4	-6	3	1	1481	-4
Cc1ccc(N2CN=C(c3ccccc3)NC2=S)cc1	1.3	4	-12	-27	-4	11	7	0.9	1547	4
CCCCCCCCSc1nnc2[nH]c(=O)cc(N)n12	1	7	-41	3	8	7	-36	1.4	1646	1
Cc1ccc(Nc2nnc(SCC(=O)c3cc4ccccc4o3)s2)cc1C	1	7	-3	-2	0	12	8	0.9	1652	4
CCCN1C2CCCC1CC(NC(=O)Nc1ccc(C(C)C)cc1)C2 (stereo not drawn)	1	0	-27	-2	-5	-12	8	0.9	1379	-5
CC(=O)NCCc1cc2ccc(C)cc2[nH]c1=O	1	2	-7	0	-1	-5	2	1	1451	1
COc1ccc(N(C(=O)C(C)C)S(=O)(=O)c2cccc([N+](=O)[O-])c2)cc1	1.1	3	-11	-7	-1	8	6	0.9	1661	1
CN(C(=O)CSc1nnc(-c2ccccc2)c(-c2ccccc2)n1)C1CCS(=O)(=O)C1 (stereo not drawn)	1	7	-12	3	2	0	4	1	1509	-1
CC(C)(C)NC(=O)CSc1nnc(-c2ccncc2)n1Cc1ccccc1	1	3	1	-4	-2	-2	-74	1.7	1539	-1
COc1cc([N+](=O)[O-])ccc1NC(=S)N1CCN(c2ccccn2)CC1	0.9	6	10	5	-4	-1	17	0.8	1587	4
N#Cc1cnn(-c2ccccc2)c1N	1	2	6	-2	0	-6	2	1	1330	7
CC(C)CC(NC(N)=O)C(=O)OCC(=O)NC(=O)NC1CCCC1 (stereo not drawn)	1.1	9	-6	-8	-3	4	0	1	1610	-5
CCc1ccc(NC(=O)C(C)OC(=O)c2cccc(S(=O)(=O)N3CCc4ccccc4C3)c2)cc1 (stereo not drawn)	1	-3	-11	-3	-1	-2	-12	1.1	1490	0
COc1ccc(C(C)(C)C)cc1NC(=O)COC(=O)c1ncc(Cl)c(Cl)c1Cl	1	-6	-19	-2	-5	-4	8	0.9	1616	0
Cc1ccc(/C(O)=C2\C(=O)C(=O)N(c3cc(C)on3)C2c2cccc(Br)c2)cc1 (stereo not drawn)	1	10	0	-4	-1	3	8	0.9	1485	14
O=C(Cc1ccccc1)Nc1cc([N+](=O)[O-])ccc1N1CCOCC1	1	5	-9	-5	-2	2	12	0.9	1450	1
CN=c1sc(C(=O)Nc2ccccc2)c(C)n1C	1	-4	-9	0	4	-1	-8	1.1	1486	-7
COc1ccc(NC(=O)COC(=O)c2ncc(Cl)c(Cl)c2Cl)c(OC)c1	1	7	-8	-2	4	-1	-10	1.1	1694	4
O=C(O)CSCC(=O)Nc1ccc(C2CCCCC2)cc1	1	4	-10	2	-3	6	-3	1	1612	-1
COc1ccccc1OCCSc1nc(N)cc(N)n1	1.1	-4	-13	-5	-7	6	17	0.8	1601	3
CC(=O)Nc1ccc(S(=O)(=O)NCCSCc2ccco2)cc1	1	-5	-1	5	-5	0	3	1	1589	-7
CCS(=O)(=O)N1CCN(C2Cc3ccccc3C2)CC1	1	2	-8	-4	-6	7	3	1	1735	2
COc1ccc(COc2ccccc2C(=O)NCc2ccccc2)cc1F	1	0	-14	2	-2	-7	-2	1	1443	3
Cc1cccc(C)c1NC(=O)CSCCO	1	11	-7	-3	-5	8	11	0.9	1392	2
O=C1c2ccccc2C(O)N1Cc1ccccc1 (stereo not drawn)	1	-2	-3	2	-4	-3	2	1	1548	-2
Cc1ccc(Cn2nc(C)c3cc(C(=O)OCC(N)=O)sc32)cc1	1	4	-7	-3	-1	11	0	1	1415	6
COc1ccc(OC(=O)CCN2C(=O)C3C4C=CC(C4)C3C2=O)cc1 (stereo not drawn)	1	3	-11	-5	0	8	0	1	1681	-1
CCc1nnc(NC(=O)C2CC(=O)N(c3ccc4c(c3)OCCO4)C2)s1 (stereo not drawn)	1	-2	-7	1	2	-2	.	0.4	1619	-1
N/C(=N\OC(=O)c1ccc(=O)n(Cc2ccc(Cl)cc2)c1)c1ccccn1	1	7	-7	0	1	-13	-5	1.1	1547	-5
Clc1ccc2nc(CN3CCCc4ccccc43)cn2c1	1.1	13	-12	-7	0	0	4	1	1673	8
Cc1cccc(Oc2coc3cc(OC(=O)c4cc5ccccc5oc4=O)ccc3c2=O)c1	1.1	14	-3	-5	-4	2	16	0.8	1486	1

Quoted at random: five records from the list, in no set order.
smiles	TNAP act hi DEA	PPARg SRC-1 ag	TNAP inh noacc	TNAP inh hiacc	Efa HMGR inh	PPARg SRC2 recr	bIAP inhibitor	bIAP activator	SRC2 TRFRET art	PPARg SRC3 recr
COc1ccc(OC(=O)CCN2C(=O)C3C4C=CC(C4)C3C2=O)cc1 (stereo not drawn)	1	3	-11	-5	0	8	0	1	1681	-1
Cc1cccc(Oc2coc3cc(OC(=O)c4cc5ccccc5oc4=O)ccc3c2=O)c1	1.1	14	-3	-5	-4	2	16	0.8	1486	1
Clc1ccc2nc(CN3CCCc4ccccc43)cn2c1	1.1	13	-12	-7	0	0	4	1	1673	8
CCS(=O)(=O)N1CCN(C2Cc3ccccc3C2)CC1	1	2	-8	-4	-6	7	3	1	1735	2
O=C1c2ccccc2C(O)N1Cc1ccccc1 (stereo not drawn)	1	-2	-3	2	-4	-3	2	1	1548	-2

The list goes on:
smiles	TNAP act hi DEA	PPARg SRC-1 ag	TNAP inh noacc	TNAP inh hiacc	Efa HMGR inh	PPARg SRC2 recr	bIAP inhibitor	bIAP activator	SRC2 TRFRET art	PPARg SRC3 recr
C=CCOc1nc2c(c(=O)n(C)c(=O)n2C)n1Cc1ccc(Cl)cc1Cl	1	13	-7	0	-2	9	13	0.9	1669	2
Cc1ccc(Cn2nnc3c(=O)n(CC(=O)c4ccccc4)cnc32)cc1	1	3	-10	0	2	8	8	0.9	1727	-2
Cc1ccc(NC(=O)N2CCN(Cc3ccc4c(c3)OCO4)CC2)cc1	1	1	-11	-1	-4	6	-9	1.1	1603	-1
CCOC(=O)CSC1=NC(=O)CS1	1	-2	-35	0	-5	1	-9	1.1	1491	1
COC(=O)N/N=C(\C)c1ccccc1Br	1	-6	-8	1	-4	0	7	0.9	1460	-10
COc1ccc(-c2cnnc(N/N=C/c3ccc(-c4ccc([N+](=O)[O-])cc4)o3)n2)cc1	0.9	2	7	11	-3	3	2	1	1420	5
Cn1ncc(Br)c1C(=O)N/N=C/c1cccc(OC2CSC2)c1	1	10	-8	-2	-4	5	16	0.8	1509	-2
CCOC(=O)c1nnn(CC(=O)N2N=C(c3ccc(Cl)cc3)CC2c2ccccc2)c1C(=O)OCC (stereo not drawn)	1	2	-3	3	0	0	32	0.7	1465	-13
O=C(N/C(=C/c1ccccc1)C(=O)N1CCOCC1)c1ccc([N+](=O)[O-])cc1	1	3	9	0	3	2	-6	1.1	1713	4
O=[N+]([O-])c1c(NCCO)cc(N2CCC3(CC2)OCCO3)c2nonc12	0.9	3	8	10	-7	0	32	0.7	1662	4
Cc1cc(NS(=O)(=O)c2ccc(OCCNS(C)(=O)=O)cc2)no1	1.1	2	-7	-5	0	1	9	0.9	1454	-3
COC(=O)c1c(F)c(F)c(NCCO)c(F)c1F	1.1	-2	-1	-9	-7	1	2	1	1497	2
O=C(c1cc(-c2ccc(Cl)c(Cl)c2)on1)N1CCCCC1	1	0	0	-4	0	2	10	0.9	1472	-7
CC(C)(C)CC(C)(C)NC(=O)c1ccccc1	1.1	-2	-12	-6	2	-2	11	0.9	1505	-2
COc1ccccc1N1CC(C(=O)Nc2ccc3c(c2)OCO3)CC1=O (stereo not drawn)	1	-2	-7	-4	-1	4	-2	1	1653	7
O=S(=O)(Nc1cnc2ccccc2c1)N1CCCCCC1	1	9	-6	-4	-1	10	-10	1.1	1778	0
COc1cc(OC)cc(C(=O)NC(C)c2cnn(-c3ccccc3C)c2C)c1 (stereo not drawn)	1	-3	-5	2	-9	0	2	1	1616	2
O=S(=O)(c1cccc2nonc12)N1CCN(c2ccccc2F)CC1	1.1	3	-12	-6	0	5	3	1	1632	4
CC1CCN(C(=O)COc2cccc3c2CCN(Cc2ccccc2)C3=O)CC1	1	-2	-3	4	-5	-9	-3	1	1522	-2
Cn1cccc1/C=C1/SC(=O)N(CC(=O)N2CCCC2)C1=O	1	11	-7	1	0	-2	-8	1.1	1858	7
O=[N+]([O-])c1ccc(/C([O-])=C(/C(=S)NCc2ccco2)[n+]2ccccc2)cc1	1	-7	-9	2	0	-4	-28	1.3	1515	5
CN(C)/C=N/c1ncc(C(=O)OC(C)(C)C)s1	1	2	-8	-3	-6	-1	-15	1.1	1544	0
CCCCC(=O)Nc1ccc(NC(=S)NC(=O)CCCCl)cc1OC	1	1	-20	-2	-3	4	.	0.5	1606	6
Cc1ccc2cccc(SCC(=O)NCc3ccco3)c2n1	1.1	6	-2	-7	-1	7	7	0.9	1594	-3
CC1CC(=O)Nc2ccccc2N1S(=O)(=O)c1cccc(Cl)c1 (stereo not drawn)	1	-4	9	-2	-6	1	8	0.9	1406	-4
C=CCn1c(SCC(=O)N2CCN(c3ccccc3)CC2)nnc1-c1ccco1	1.1	6	-4	-8	1	2	1	1	1614	-7
CCNC(=O)NC(=O)C(C)Sc1ccc2c(c1)OCCO2 (stereo not drawn)	1	0	-11	-4	1	21	18	0.8	1583	9
O=C1CSC(=Nc2ccccc2[N+](=O)[O-])N1	1	5	6	-5	-4	-3	6	0.9	1745	4
O=S(=O)(Cc1ccccc1)N1CCN(c2ccccc2)CC1	1	-5	0	-3	-5	4	4	1	1544	-8
